# M. tuberculosis HTS: M. tuberculosis growth inhibition, HTS (AID 449762). M. tuberculosis H37Rv growth inhibition, 7H9 media; higher % means a stronger effect. inhibition, % at 25 µM, or IC50 in µM where a hit was titrated. actives 0.59% (n = 330,000); in the data active = a potency from the dose series; inconclusive = inhibition above about 70% without an active follow-up result;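 also: bacterial growth assessed after seven days of incubation; strong numbers were not always called active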
# inhibitors of VEEV: inhibitors of VEEV TC-83 cytopathic effect, confirmation, Vero cells (AID 588727). Vero cells, VEEV TC-83 cytopathic effect inhibition; higher % means a stronger effect. inhibition, % at 20 µM, or IC50 in µM where a hit was titrated. actives 0.13% (n = 350,000); in the data active = a potency from the dose series; inconclusive = inhibition mostly from about 14% at the one dose, without a potency; inactive = the rest, 99 in 100 with inhibition below about 12%; also: strong numbers were not always called active
# influenza NS1A: NS1A inhibition, H1N1 influenza, cell based functional assay (AID 504329); NS1A functional cell-based assay, percent inhibition; higher % means a stronger effect; one-dose inhibition, % at 12.5 µM; IC50 in µM for titrated hits; actives 0.3% (n = 340,000); in the data active = a potency from the dose series; inconclusive = inhibition above about 27% without an active follow-up result; also: strong numbers were not always called active
# Salmonella PhoP GFP: Inhibition of PhoP regulon, Salmonella typhi GFP reporter cells, confirmation, 4 h (AID 1850). Salmonella Typhi PhoP-promoter GFP reporter, fluorescence, 4 h; higher % means a stronger effect. actives 0.33% (n = 310,000). inhibition, % at 50 µM; hits with a dose series show IC50 in µM; in the data active = a potency from the dose series; inconclusive = inhibition mostly from about 25% at the one dose, without a potency; inactive = the rest, 99 in 100 with inhibition below about 19%;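 also: 0% = induced wells with vehicle and 100% = uninduced wells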
# M. tuberculosis: growth inhibition of non-replicating M. tuberculosis (AID 488890) | Mycobacterium tuberculosis non-replicating, growth inhibition; higher % means a stronger effect | one-dose inhibition, % at 25 µM; IC50 in µM for titrated hits | actives 0.39% (n = 320,000); in the data active = a potency from the dose series; inconclusive = inhibition mostly from about 82% at the one dose, without a potency; inactive = the rest, 99 in 100 with inhibition below about 76%;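 also: plate controls were DMSO cells for no effect and high antibiotic wells for full effect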
# inhibitors of VEEV 10K pilot screen: recorded beside inhibitors of VEEV, whose call it bears; inhibition, %; measured here: 10K pilot screen inhibition
# * marks the source's active call; other numbers are inactive results; i = inactive; ? = inconclusive; / = not tested or not shown.
SMILES,M. tuberculosis HTS,inhibitors of VEEV,influenza NS1A,Salmonella PhoP GFP,M. tuberculosis,others
COc1ccc(C(=O)Nc2ccccc2C(=O)N/N=C/c2ccccc2OC)cc1,-1%,6.5%,7%,-9%,-5%,
Cc1ccc(CN2CC(C(=O)N3CCN(S(=O)(=O)c4ccc(C(C)C)cc4)CC3)CC2=O)cc1 (configuration not stated),-5%,1.8%,-13%,-1%,25%,
CCc1ccc(OCc2nc(-c3ccccn3)no2)c(Br)c1,1%,i,-10%,0%,35%,
CC(=O)N(/N=C1\Sc2ccccc2C1=O)c1ccc(C)cc1C,3%,1.6%,12%,6%,28%,
CC1=CC(C)(C)N(C(=O)c2ccccc2)c2ccccc21,-1%,0.1%,-13%,15%,7%,
CN(C)N1C(N)=C(C#N)C(c2ccc(F)cc2)C2=C1CC(C)(C)CC2=O (configuration not stated),1%,0.5%,-1%,-1%,4%,
CN(C)Cc1nc2ccccc2c(=O)n1Cc1nc(-c2cc3ccccc3o2)cs1,54%,i,-10%,3%,40%,
Cc1[nH]nc2c1C(c1ccsc1C)C(C#N)=C(N)O2 (configuration not stated),1%,3.2%,7%,-2%,-5%,
O=C(N=C1SC2CS(=O)(=O)CC2N1c1ccc(Br)cc1Cl)C1CC1 (configuration not stated),4%,2.2%,7%,-4%,5%,
Cc1nc2ccc(F)cc2cc1C(=O)Nc1cccc(Cl)c1C,-1%,0.7%,-7%,-10%,-2%,
CC1CCCCC1NC(=O)CCNS(=O)(=O)c1cc(Br)cnc1N (configuration not stated),-8%,0.8%,2%,2%,4%,
O=C(NC1CC1)C1CCN(C(=O)c2ccc(Cl)cc2)CC1,-3%,1.5%,-12%,-4%,-5%,
O=C(O)c1ccccc1C(=O)OCCCCOC(=O)c1ccccc1C(=O)O,10%,0.6%,5%,10%,-13%,
COc1ccc(CN2C(=O)c3ccccc3C2C(=O)NC2CCCC2)c(OC)c1 (configuration not stated),-14%,0.2%,28%,1%,1%,
CCOC(=O)c1ccc(-c2ccc3c(=O)c4ccccc4n(C)c3c2)cc1F,?,3.6%,-9%,-1%,?,inhibitors of VEEV 10K pilot screen=3.0
O=C(c1ccc(OC2CCN(C/C=C/c3ccc(F)cc3)CC2)cc1)N1CCCC1,7%,i,3%,-4%,40%,
O=C(O)c1cccc(NS(=O)(=O)c2cc(S(=O)(=O)c3ccc(Cl)cc3)ccc2Cl)c1,0%,2.9%,3%,-5%,11%,
CS(=O)(=O)N(CCC#N)Cc1ccc(C=O)o1,-4%,0.8%,-1%,6%,-9%,
Cc1noc(C)c1S(=O)(=O)Nc1ccc(C(=O)Nc2ccc(OC(F)(F)F)cc2)cc1,50%,1.9%,2%,5%,10%,
CCOC(=O)c1c(NC(=O)CSc2nnc(-c3ccncc3)n2Cc2ccco2)sc(C(C)=O)c1C,/,i,-23%,/,/,

# Grouped by structure: those above with a carbonyl joined to an NH by a bond outside any ring.
SMILES,M. tuberculosis HTS,inhibitors of VEEV,influenza NS1A,Salmonella PhoP GFP,M. tuberculosis,others
COc1ccc(C(=O)Nc2ccccc2C(=O)N/N=C/c2ccccc2OC)cc1,-1%,6.5%,7%,-9%,-5%,
Cc1nc2ccc(F)cc2cc1C(=O)Nc1cccc(Cl)c1C,-1%,0.7%,-7%,-10%,-2%,
CC1CCCCC1NC(=O)CCNS(=O)(=O)c1cc(Br)cnc1N (configuration not stated),-8%,0.8%,2%,2%,4%,
O=C(NC1CC1)C1CCN(C(=O)c2ccc(Cl)cc2)CC1,-3%,1.5%,-12%,-4%,-5%,
COc1ccc(CN2C(=O)c3ccccc3C2C(=O)NC2CCCC2)c(OC)c1 (configuration not stated),-14%,0.2%,28%,1%,1%,
Cc1noc(C)c1S(=O)(=O)Nc1ccc(C(=O)Nc2ccc(OC(F)(F)F)cc2)cc1,50%,1.9%,2%,5%,10%,
CCOC(=O)c1c(NC(=O)CSc2nnc(-c3ccncc3)n2Cc2ccco2)sc(C(C)=O)c1C,/,i,-23%,/,/,

# (more compounds)
SMILES,M. tuberculosis HTS,inhibitors of VEEV,influenza NS1A,Salmonella PhoP GFP,M. tuberculosis,others
CCCn1ncc(CN2CCC(CO)(CC3CCCCO3)CC2)c1C (configuration not stated),2%,2.5%,4%,3%,0%,
c1ccc(CCn2nnnc2C(c2cccnc2)N2CCN(c3ccccc3)CC2)cc1 (configuration not stated),0%,i,-3%,-12%,19%,
c1ccc(SCCOCCN2CCc3ccccc3C2)cc1,0%,0.5%,9%,8%,70%,
O=[N+]([O-])c1ccc(C(=Nc2ccccc2)N2CC2)cc1,/,i,7%,/,/,
O=c1cc(C(F)(F)F)[nH]c(=O)n1C1CCCCC1,5%,i,-9%,5%,23%,
CCN(C(=O)COC(=O)c1cc(-c2ccc3cc(OC)ccc3c2)nc2ccccc12)C1CCS(=O)(=O)C1 (configuration not stated),12%,/,/,-6%,-6%,
CCOC(=O)c1ccc(N2CN(C3CCCCC3)CNC2=S)cc1,35%,0.7%,4%,8%,69%,
CCOc1ncccc1C(=O)N=C1SCCN1C(=O)c1cccnc1OCC,1%,3.3%,-4%,-1%,-9%,
N=C1S/C(=C\c2ccco2)C(=O)N1c1nccs1,?,?,-12%,9%,3µM*,
CC(C)(C)C(=O)/C=C/c1ccc(Oc2ccccc2)cc1,3%,i,-13%,12%,43%,
CC1CN(C(c2cccs2)c2sc3ncnn3c2O)CC(C)O1 (configuration not stated),-6%,0.5%,-1%,-8%,-11%,
Cc1ccc(S(=O)(=O)C2(C(=O)N3CCN(c4ccccc4F)CC3)CC2)cc1,3%,i,7%,8%,0%,
Cc1ccc(C)c(N2CCN(C(=O)Cn3cccc3)CC2)c1,-11%,0.3%,1%,5%,-9%,
CS(=O)(=O)Nc1nc2n(n1)C(c1ccc(F)cc1)CC(c1ccccc1)N2 (configuration not stated),-3%,0.7%,10%,6%,-24%,
COc1ccc(CNC(=O)CN(Cc2ccc(OC)cc2)C(=O)c2csnn2)cc1,-4%,i,-11%,-15%,3%,
c1ccc(-c2ccc(C3CCCN3)cc2)cc1 (configuration not stated),4%,0.2%,-12%,-14%,-5%,
O=C(c1ccc(Cn2cc(Br)cn2)cc1)N1N=C(C(F)F)CC1(O)C(F)F (configuration not stated),12%,1.8%,1%,-1%,58%,
O=C1OCC/C1=C\c1ccc(O)cc1,-2%,1.5%,-1%,-8%,-21%,
Cc1ccccc1OCC(=O)N/N=C/c1ccc(Sc2nc3ccccc3s2)o1,5%,3.9%,5%,3%,27%,
CC1(C)C2CCC1(CS(=O)(=O)N1CCOCC1)C(=O)C2 (configuration not stated),-6%,i,5%,-6%,1%,
Cc1noc(C)c1COC(=O)/C=C/c1ccccc1Cl,61%,0.9%,3%,-3%,31%,
CCCCCCCCNC(=O)c1cnsn1,16%,i,7%,-10%,?,
CNc1ccccc1C(=O)OC(C)C(=O)Nc1ccc(S(=O)(=O)N2CCCC2)cc1 (configuration not stated),4%,8.5%,-8%,-4%,9%,
CCCN1CCN(C(=O)Nc2ccc(OCC)cc2)CC1,7%,i,2%,3%,3%,
O=C(O)C(c1ccccc1)C1(O)CCCCC1 (configuration not stated),-7%,1.5%,19%,-7%,-14%,
COc1ccccc1N1CCN(S(=O)(=O)c2cc(-c3cc(C)no3)ccc2C(C)C)CC1,1%,1.4%,-4%,5%,1%,
O=C(c1cc(-c2ccco2)on1)N1CCCc2ccccc21,-1%,1.9%,14%,1%,35%,
O=C(Nc1ccccc1N1CCN(c2ccccc2)CC1)C1CCCCC1,-8%,0.1%,-2%,-11%,6%,
CCCc1c(C(=O)N/N=C/c2ccccc2OCc2ccc(F)cc2)nnn1-c1nonc1N,0%,1.7%,-6%,13%,-8%,
COC(=O)c1cc(S(=O)(=O)N2CCC(C(N)=O)CC2)oc1C,-2%,i,2%,-10%,-11%,
Cc1ccc2oc(=O)n(CC(=O)c3ccc(F)cc3)c2c1,1%,0.5%,-1%,3%,7%,
Cc1ccc(OC(=O)C(C)c2cccc(C(=O)c3ccccc3)c2)cc1 (configuration not stated),0%,0.5%,0%,6%,72%,
O=C(Cc1cc(=O)[nH]c(=O)[nH]1)NCCN1CCOCC1,6%,1.0%,-4%,10%,-22%,inhibitors of VEEV 10K pilot screen=0.1
CCOc1cccc2sc(=NC(=O)CCS(=O)(=O)c3ccccc3)n(CC)c12,-3%,6.0%,-4%,-9%,-6%,
COc1ccc(C(=O)Nc2nc(N)n(-c3ccccc3)n2)cc1OC,-4%,0.6%,-2%,8%,9%,
Cc1ccc(S(=O)(=O)N2CCCCC2)cc1NC(=O)C1=NN(c2ccccc2)C(=O)CC1,-6%,0.9%,3%,/,-27%,
Cc1nc2nc(-c3ccc(F)cc3)cn2nc1C,-3%,i,20%,6%,-3%,
CCC1CCCCN1CC(O)Cn1c2ccccc2n2c(=O)cc(C)c(C#N)c12 (configuration not stated),-3%,i,-13%,-6%,44%,
O=C(c1cc2ccccc2oc1=O)N(Cc1cccs1)C1CCS(=O)(=O)C1 (configuration not stated),-10%,1.6%,-3%,-6%,20%,
COC(=O)C(C)Oc1ccc(Oc2nc(Cl)ccc2Cl)cc1 (configuration not stated),?,4.7%,11%,6%,?,
Cc1ccc2c(c1)[nH]c1c(=O)n(Cc3ccccn3)cnc12,-5%,0.7%,-1%,14%,-14%,
CCc1ccc(CSc2nccn2-c2ccccc2)cc1,2%,3.6%,-3%,7%,62%,
Cc1ccccc1NC1=NCCCS1,-2%,1.9%,-18%,1%,-6%,
O=C(Oc1c(Cl)cc(Cl)c2cccnc12)N1CCOCC1,-19%,i,-3%,-3%,2%,
CCNc1nc(C)nc2c1oc1ccccc12,2%,2.9%,-4%,-8%,28%,
CSc1sccc1/C=N/O,4%,i,-16%,4%,-5%,
CCOC(=O)c1cn(CC)c2ccc(S(=O)(=O)N3CCC(C)CC3)cc2c1=O,4%,0.7%,5%,2%,-1%,
CCOC(=O)Cc1cnc(NC(=O)CSc2nc(C(C)C)cc(=O)[nH]2)s1,6%,2.5%,-7%,-14%,2%,
CN1CCN(S(=O)(=O)c2ccc(SCCOc3ccccc3)nc2)CC1,-1%,i,1%,2%,23%,inhibitors of VEEV 10K pilot screen=0.1
COCCCNC(=O)Cn1c(=O)n(CC(=O)N2CCCCC2)c(=O)c2sccc21,-1%,0.8%,-3%,-6%,-26%,
COCCNC(=O)CSc1nc2ccc(N3CCOCC3)cc2c(=O)n1CCc1ccccc1,0%,1.6%,-2%,-6%,-1%,
Cc1c(Cl)cccc1NC(=O)CCN1CCC(C(N)=O)CC1,0%,0.3%,6%,-8%,-7%,
COc1ccc(-c2ccc(=O)n(CC(=O)Nc3nnc(C(C)C)s3)n2)cc1OC,-1%,1.4%,7%,-13%,-2%,
CCNc1ccc2noc3c2c1C(=O)c1ccccc1-3,36%,6.9%,62µM*,-55%,47%,
CC(C)(C)n1nnnc1C(c1ccc(Cl)cc1)N1CCCc2ccccc21 (configuration not stated),-5%,0.2%,-4%,-7%,-15%,
CCOC(=O)C(NCCCCl)c1ccccc1 (configuration not stated),0%,1.1%,-2%,16%,-10%,
COC(=O)C(C(=O)OC)c1ncc(C(F)(F)F)cc1Cl,-1%,1.2%,-15%,0%,-6%,

# Ordered by count of non-hydrogen atoms (smallest number first): some entries from above
SMILES,M. tuberculosis HTS,inhibitors of VEEV,influenza NS1A,Salmonella PhoP GFP,M. tuberculosis,others
CSc1sccc1/C=N/O,4%,i,-16%,4%,-5%,
CCNc1ccc2noc3c2c1C(=O)c1ccccc1-3,36%,6.9%,62µM*,-55%,47%,
CCOC(=O)Cc1cnc(NC(=O)CSc2nc(C(C)C)cc(=O)[nH]2)s1,6%,2.5%,-7%,-14%,2%,

# From PubChem BioAssay
